# OX1R antag – OX1R (HCRTR1) antagonists, primary screen, fluorescence, CHO/OX1R cells, Fluo-8 calcium, orexin A | Orexin/Hypocretin receptor type 1 (Homo sapiens), O43613 | Fluo-8 calcium fluorescence | AID 434989, 2010 | 330,000 tested, 0.43% active | inhibition, % at 5 µM;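 active means inhibition above its plate's threshold, mean inhibition of all tested compounds on the plate plus 3 SD, cut at about 37% in these data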;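 further: 0% = orexin A challenge wells and 100% = SB-334867-A antagonist wells; not every result past the cut was called active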
# Target sequence (O43613 whole entry, looked up): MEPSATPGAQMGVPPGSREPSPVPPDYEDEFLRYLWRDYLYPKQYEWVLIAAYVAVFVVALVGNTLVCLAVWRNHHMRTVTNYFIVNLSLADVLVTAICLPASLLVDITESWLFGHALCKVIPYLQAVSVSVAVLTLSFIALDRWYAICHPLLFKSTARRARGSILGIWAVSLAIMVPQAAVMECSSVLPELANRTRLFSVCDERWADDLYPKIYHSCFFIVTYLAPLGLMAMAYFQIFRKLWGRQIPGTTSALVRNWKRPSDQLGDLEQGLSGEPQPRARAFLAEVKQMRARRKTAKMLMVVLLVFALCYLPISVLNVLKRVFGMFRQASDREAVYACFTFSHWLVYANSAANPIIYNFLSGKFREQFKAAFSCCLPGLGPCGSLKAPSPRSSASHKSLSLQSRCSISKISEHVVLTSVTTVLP
# CHT PAM – CHT positive allosteric modulators, primary screen, cell-based, membrane potential dye, choline EC20 | B-score at 10 µM | CHT-expressing cells; hits give high values; LV-AA mutant CHT in HEK293 cells | High affinity choline transporter 1 (Homo sapiens), Q9GZV3 | 310,000 tested, 0.49% active;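 active means initial fluorescence not abnormally high and integrated response B-score, plate-corrected, over 3 SD above library mean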
# Target sequence (Q9GZV3 whole entry, looked up): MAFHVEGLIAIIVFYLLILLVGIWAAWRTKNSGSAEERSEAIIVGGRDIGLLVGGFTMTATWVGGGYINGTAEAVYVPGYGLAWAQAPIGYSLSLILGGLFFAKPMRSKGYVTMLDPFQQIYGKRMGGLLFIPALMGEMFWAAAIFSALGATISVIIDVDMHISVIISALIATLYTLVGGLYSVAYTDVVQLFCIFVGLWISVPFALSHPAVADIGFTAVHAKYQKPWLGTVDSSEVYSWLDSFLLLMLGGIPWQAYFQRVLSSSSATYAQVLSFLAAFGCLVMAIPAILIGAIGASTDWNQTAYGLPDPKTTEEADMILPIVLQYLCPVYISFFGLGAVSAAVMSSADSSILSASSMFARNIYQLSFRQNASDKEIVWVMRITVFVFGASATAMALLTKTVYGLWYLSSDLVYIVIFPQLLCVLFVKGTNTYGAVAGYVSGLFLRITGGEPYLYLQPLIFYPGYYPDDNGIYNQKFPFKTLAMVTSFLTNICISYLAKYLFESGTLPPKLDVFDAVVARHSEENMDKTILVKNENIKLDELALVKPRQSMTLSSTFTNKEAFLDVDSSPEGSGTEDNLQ
# Numbers without * were called inactive; i = inactive; / = no result given.
Compound	OX1R antag	CHT PAM
O=C(CCC1CCCN(C(=O)c2cncs2)C1)NCc1ccc(F)c(F)c1 (configuration not stated)	-19	i
C[C@H]1CC[C@H]2C(=O)N3[C@H](c4ccccc4Br)[C@@H](C)CC[C@H]3C(=O)N2[C@@H]1c1ccccc1Br	39	8.1*
COCCCNC(=O)C1CCC(CNS(=O)(=O)c2ccc(C)cc2)CC1 (configuration not stated)	2	i
CC(=O)N1CCc2cc(S(=O)(=O)CCC(=O)NCc3ccc(F)cc3)ccc21	-19	i
O=[N+]([O-])c1cccc(/C=N/Nc2cc(N3CCOCC3)ncn2)c1	-10	i
CCOC(=O)c1c(NC(=O)c2ccco2)sc(C(=O)N2CCCC2)c1C	-39	i
CC(=O)c1coc2c1cc(O)c1ccccc12	-12	i
O=C(Nc1cc2c(cc1Br)OCCCO2)c1ccccc1	-19	i
O=[N+]([O-])c1ccc(/C=C/c2nc3ccc([N+](=O)[O-])cc3[nH]2)cc1	-4	i
C=CCN1C(=NC(=O)CCCC(=O)O)SC2CS(=O)(=O)CC21 (configuration not stated)	-2	i
CC(C)CNC(=S)NNC(=O)c1ccc(OC(F)F)cc1	-2	i
C=CCOc1ccc(C2N3CC4(CC)CN2CC(CC)(C3)C4=O)cc1 (configuration not stated)	-27	i
O=S(=O)(NCc1cccnc1)c1ccc(Br)s1	-3	i
NC(=O)CC(NC(=O)c1cccc(Br)c1)c1ccc(N2CCN(c3ccccn3)CC2)c([N+](=O)[O-])c1 (configuration not stated)	-30	i
CCS(=O)CC(=O)Nc1c(-c2ccccc2)oc2ccccc2c1=O (configuration not stated)	-6	i
FC(F)(F)c1cccc(CN2CCSCC2)c1	7	i
O=C1c2cccc(OCC(=O)N3N=C(c4cccs4)CC3c3ccc(F)cc3)c2CCN1Cc1ccccc1 (configuration not stated)	-30	i
Nc1sccc1C(=O)c1ccccc1	-19	i
CN(CCC#N)S(=O)(=O)c1ccc2[nH]cc(C(=O)NCCc3ccccc3)c(=O)c2c1	-8	i
CCC(C)NC(=O)c1ccccc1-c1nc2ccccc2[nH]1 (configuration not stated)	-3	i
O=C(c1cccc2ccccc12)C1CCCN(C(=O)C2CCOCC2)C1 (configuration not stated)	-25	i
CC(C)NC(=O)c1ccc(C2SCC(=O)N2Cc2ccccc2)cc1 (configuration not stated)	-6	i
CN(C)CCOC(=O)C12CC3(C)CC(C)(CC(C)(C3)C1)C2	-25	i
CCN(CC(=O)NCc1cccs1)C(=O)COc1ccccc1C#N	-3	/
O=C(Nc1cccc(Cl)c1)OCc1ccccn1	-9	i
COc1cccc(-c2noc(C3CCCN(C(=O)Cc4ccccc4)C3)n2)c1 (configuration not stated)	-5	i
COc1ccc(C(CNC(=O)C(=O)Nc2ccc3c(c2)OCO3)N2CCN(C)CC2)cc1 (configuration not stated)	-17	i
Cc1ccccc1NC(=O)c1ccc(S(=O)(=O)C(F)F)cc1	1	i
Clc1ccc(OCCN2CCCCC2)cc1Cl	-17	i
COc1ccc(-c2noc(-c3ccc(Cl)cc3[N+](=O)[O-])n2)cc1OC	-24	i

Compound	OX1R antag	CHT PAM
CCN(CC)CCNC(=O)C(C)c1nn(C)c(=O)c2ccccc12 (configuration not stated)	-7	i
COc1ccc(COc2cc(-c3cccc(OC)c3)nc3ccc(NC(=O)c4ccccc4)cc23)cc1	-19	i
CC(=O)COc1ccc(-c2csnn2)cc1	-6	i
Cn1c(=O)[nH]c(=O)c2c1nc(NC1CCCC1)n2Cc1ccccc1	-29	i
O=C(NCCCN1CCCCC1)c1ccc2c(c1)NC(=O)C(N1CCCCC1)S2 (configuration not stated)	6	i
O=C(O)Cn1cnc2ccccc2c1=O	-9	i
CCOc1ccc(NC(=O)C2CC(=O)N(CCc3ccccc3)C2)cc1OC (configuration not stated)	-4	/
CCOC(=O)N1CCN(C2CC(=O)N(c3ccc(C)cc3)C2=O)CC1 (configuration not stated)	-22	i
Cc1cc2c(=O)[nH]cnc2s1	-19	i
Cc1ccc(S(=O)(=O)N2CCCCC2)cc1NC(=O)CSc1nncn1-c1ccccc1	-25	i
COc1ccc(S(=O)(=O)N2CCN(C(=O)COc3ccccc3)CC2)cc1	-16	i
COc1ccc(CC(NC(C)=O)C(=O)N2CCN(C(=O)Nc3ccc(Cl)cc3)CC2)cc1OC (configuration not stated)	-4	i
O=C1c2ccccc2S(=O)(=O)N1CC(O)Cn1c2ccccc2c2ccccc21 (configuration not stated)	32	i
CCCn1c(N)c(C(=O)CSc2nc(C)cs2)c(=O)[nH]c1=O	-13	i
COCCCn1c(SCC(=O)Nc2cccc(C)n2)nnc1-c1ccco1	-27	i
CC1CCN(C(=O)Cn2cnc3c2c(=O)n(C)c(=O)n3C)c2ccccc2S1 (configuration not stated)	-6	i
COc1ccc(C(=O)C[n+]2ccc(C)cc2)cc1	-7	i
O=C(NCCc1c[nH]c2ccccc12)c1cccc(S(=O)(=O)Nc2ccccc2Cl)c1	-9	i
CC(C)(C)C(=O)CC(=O)Nc1ccc(Cl)c(N)c1	-11	i
CCn1c(SCC(=O)Nc2ccccc2)nc2nc3c(cc2c1=O)COC(C)(C)C3	-29	i
O=C(NC1CCCCC1)C(c1ccc(O)cc1)N(CC1CCCO1)C(=O)C1COc2ccccc2O1 (configuration not stated)	-13	i
CCn1cc(C(=O)NCCCN2CCCC(C)C2)c(=O)c2cc(S(=O)(=O)N3CCOCC3)ccc21 (configuration not stated)	-9	i
COc1ccc(NC(=S)Nc2ccc(N(C)C(C)=O)cc2)cc1	-14	i
C=CCc1c(C)nc2c(C)cccc2c1SC(=N)N	-25	i
O=C(CCN1C(=O)c2ccccc2C1=O)Nc1ccccc1C(=O)N1CCOCC1	-9	i
CC1(NC(=O)Cc2csc(-c3ccc(Cl)cc3)n2)CCS(=O)(=O)C1 (configuration not stated)	-21	/
COc1cc(/C=C2\C(=N)N3N=CSC3=NC2=O)ccc1OS(=O)(=O)c1ccccc1	/	i
COC(=O)c1cc(C(=O)NCCC(C)C)cc([N+](=O)[O-])c1	3	i
CCN(CC)C1CCN(Cc2c(C(=O)N3CCCCCCC3)nc3ccc(Cl)cn23)C1 (configuration not stated)	-36	i
O=C(/C=C/c1cccc([N+](=O)[O-])c1)Nc1cccc(NC(=O)c2cccs2)c1	-1	i

# Arranged by molecular weight (ascending): part of the list above
Compound	OX1R antag	CHT PAM
FC(F)(F)c1cccc(CN2CCSCC2)c1	7	i
O=[N+]([O-])c1ccc(/C=C/c2nc3ccc([N+](=O)[O-])cc3[nH]2)cc1	-4	i
O=C(/C=C/c1cccc([N+](=O)[O-])c1)Nc1cccc(NC(=O)c2cccs2)c1	-1	i
CC(=O)N1CCc2cc(S(=O)(=O)CCC(=O)NCc3ccc(F)cc3)ccc21	-19	i
CCn1cc(C(=O)NCCCN2CCCC(C)C2)c(=O)c2cc(S(=O)(=O)N3CCOCC3)ccc21 (configuration not stated)	-9	i

# Following part
Compound	OX1R antag	CHT PAM
O=S(=O)(c1ccccc1)N(CC(O)CN1CCOCC1)c1ccccc1 (configuration not stated)	-14	i
O=C(CSc1ncccn1)NC(=O)NCc1ccccc1	-12	i
CC(C)(C)OC(=O)NCCCC[C@H](NC(=O)c1nc[nH]c1C(=O)NC1CCN(C(=O)OC(C)(C)C)CC1)C(=O)OC(C)(C)C	-50	i
O=C(Cc1cccs1)N1CCN=C1SCc1ccc(Br)cc1	-22	i
CC(C)NC(=S)N/N=C/c1cccs1	-8	i
Cc1noc(C)c1C(=O)N1CC(C)OC(C)C1 (configuration not stated)	-14	i
CCc1c(C#N)c(SCc2c(C)noc2C)nc2c1C(=O)CC(C)(C)C2	-18	i
O=C(NCc1ccncc1)c1cccc(S(=O)(=O)N2CCc3ccccc32)c1	11	/
Cc1ccc(C(=O)COC(=O)CNC(=O)c2cccs2)cc1	-5	i
O=c1c2cccnc2[nH]c(=S)n1Cc1ccccc1	9	i
CCN(CC)C(=O)c1cnn(-c2ccccc2)c1NC(=O)c1cccc(F)c1	-16	i
Nc1ccc2c(c1)C(=O)N(c1cccc3ccccc13)C2=O	-20	i
COC(=O)[C@]1(CC(C)C)N[C@H](c2ccc(-c3ccc4c(c3)OCO4)cc2)[C@@H]2C(=O)N(C)C(=O)[C@@H]21	-9	i
O=C(CSc1nc(=O)n2ccccc2n1)NCCc1ccccc1	-9	i
CCOc1ccc(S(=O)(=O)NCC(=O)OCc2nnc(-c3ccccc3)o2)cc1	-12	/
O=C(O)Cn1nc(C(F)(F)F)c2c1CCCCC2	11	i
COc1ccc(CN2CC[C@H]3C=CCc4cccc(c43)C2)cc1	-17	/
O=C(COC(=O)C1COc2ccccc2O1)NC1CCS(=O)(=O)C1 (configuration not stated)	-17	i
Cc1cc(N2CCN(C)CC2)n2nc(-c3ccc(Cl)cc3)nc2n1	-9	i
COc1ccc(-c2noc(C3CCCN(C(=O)Nc4ccccc4)C3)n2)cc1 (configuration not stated)	-2	i
O=[N+]([O-])c1cccc(N/N=C/c2cc([N+](=O)[O-])ccc2O)c1	-1	i
Cc1ccc(CNC(=O)CSc2nc3ccsc3c(=O)n2Cc2ccc(C(=O)O)cc2)cc1	-32	i
Cc1cccc(-c2noc(CN(C(=O)c3ccc4c(c3)OCO4)C(C)C)n2)c1	10	i
COc1ccc(Cc2nnc(Nc3ccc4c(c3)OCCO4)[nH]c2=O)cc1	-16	i
CCc1ccccc1NC(=O)CN1CCN(C(=O)c2cccc(-n3cnnn3)c2)CC1	-15	/
COc1ccc(NC(=O)Nc2c[nH]c(=O)[nH]c2=O)cc1OC	-1	i
O=C(O)c1ccccc1C(=O)Nc1c(-c2ccccc2)nc2ccccn12	-2	i
CC(Sc1nnnn1C)C(=O)NC1CCCc2ccccc21 (configuration not stated)	-23	i
CCN(CC)CCNc1nc(-c2ccco2)c2c(c1C#N)CC(C)(C)OC2	-18	i
Cn1cc(CN(CCCN2CCOCC2)C(=S)Nc2cccc(Cl)c2)c2ccccc21	-6	i

Compound	OX1R antag	CHT PAM
CCCCCCC(C)n1[nH]c(=O)c2c(C)cc(C)nc21 (configuration not stated)	-17	i
Cc1ccc(Cl)cc1NC(=S)N1CCCCCC1	/	i
CC(=O)Nc1cccc(NC(=O)c2ccccc2OCc2c(C)noc2C)c1	-28	i
COc1ccc(NS(=O)(=O)NC(=O)c2c[nH]c3ccccc23)cc1	-1	i
CCOC(=O)C1CCN(C(=O)COC(=O)c2ccccc2OCC)CC1	-7	/
COc1cc(-c2ccccc2)[nH]c(=S)n1	-15	/
O=C(CCCC(=O)NCc1ccccc1)NCc1ccccc1	-12	i
NC(=O)[C@H]1CC2(CC(c3cccc(NC(=O)c4ccccc4)c3)=NO2)CN1C(=O)[C@H]1CCC(=O)N1 (some centres not stated)	-5	i
O=S(=O)(c1ccc(Cl)cc1)N1CCCC1c1nc2ccccc2s1 (configuration not stated)	-7	i
O=C(Nc1ccc([N+](=O)[O-])cn1)C1CC1	-3	i
COc1cc(/C=C2/C(=N)N3C=CSC3=NC2=O)ccc1OCCOc1ccc(NC(C)=O)cc1	3	i
CN(C)CCN(C(=O)c1ccccc1Cl)c1nc2c(Cl)cccc2s1	-29	i
CCCS(=O)(=O)N1CCN(Cc2ccc3c(c2)c2ccccc2n3CC)CC1	-17	i
O=C(N/N=C/c1cn[nH]c1-c1ccccc1)c1ccco1	-27	i
Cc1ccc(S(=O)(=O)N2CCN(C(=O)c3n[nH]c4ccccc34)CC2)cc1	-1	/
Cc1cc(C(=O)Nc2cccnc2)no1	0	i
CCCNC(=O)C12CCC(C)(C(=O)O1)C2(C)C (configuration not stated)	-8	i
Cc1cccc(Oc2ccc(NC(=O)C3=CC=CN4CCS(=O)(=O)N=C34)cc2)c1	24	/
O=C(c1ccc(Cl)s1)N1CCN(c2ncccn2)CC1	-15	i
O=C(O)CC1(CC(=O)NCc2ccccn2)CCCCC1	-9	i
O=C(CCN1CCCC1)c1cccs1	-13	i
O=c1c(Cl)c(Nc2cccc(Cl)c2)cnn1-c1nc2ccccc2s1	-7	i
Cc1onc(-c2ccccc2Cl)c1C(=O)OCC(=O)Nc1cccc(S(=O)(=O)N2CCOCC2)c1	-9	i
O=C(CSc1nnc(-c2ccccc2Cl)o1)Oc1ccc(Br)cc1	-2	i
Cc1noc(C)c1C(=O)Nc1cccc2ncccc12	-17	i
COc1ccc(/C=N/Nc2cc(C)nc(N3CCOCC3)n2)cc1	-10	i
O=C(COc1ccc(-n2cnnn2)cc1)N1CCN(c2ccc(F)cc2)CC1	-3	i

# Among those listed so far, 6 have bromine:
Compound	OX1R antag	CHT PAM
C[C@H]1CC[C@H]2C(=O)N3[C@H](c4ccccc4Br)[C@@H](C)CC[C@H]3C(=O)N2[C@@H]1c1ccccc1Br	39	8.1*
O=C(Nc1cc2c(cc1Br)OCCCO2)c1ccccc1	-19	i
O=S(=O)(NCc1cccnc1)c1ccc(Br)s1	-3	i
NC(=O)CC(NC(=O)c1cccc(Br)c1)c1ccc(N2CCN(c3ccccn3)CC2)c([N+](=O)[O-])c1 (configuration not stated)	-30	i
O=C(Cc1cccs1)N1CCN=C1SCc1ccc(Br)cc1	-22	i
O=C(CSc1nnc(-c2ccccc2Cl)o1)Oc1ccc(Br)cc1	-2	i

# Screens as filed in PubChem.
